Bioassay records from PubChem BioAssay.
TexasRed fluor = Total Fluorescence Counterscreen for Inhibitors of the Interaction of Thyroid Hormone Receptor and Steroid Receptor Coregulator 2; TRb/SRC2 Texas Red total fluorescence interference; Potency, µM (titrated, usually from 106 µM), for the others: top-dose fluorescence change, negative = quenching; hit rate 0.29% among 280,000; active = well fitted curve in either direction with a large enough effect; inconclusive = small, poorly fitted or top-dose-only effect
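Human TRβ ligand-binding domain (0.6 uM) and Texas Red SRC2 peptide (20 nM) in Tris buffer with 1 uM T3 and 5% DMSO were incubated with pinned compound for 5 hr at ambient temperature. Total fluorescence was computed as S + 2P (555/632 nm).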
L3MBTL1 block = qHTS Assay for the Inhibitors of L3MBTL1 | Lethal(3)malignant brain tumor-like protein 1 (Homo sapiens), Q9Y468 | AlphaScreen L3MBTL1–H3K9me1 peptide binding | Potency, µM (top dose mostly 57.1 µM), for inactives: top-dose activity, negative = inhibition, usual class: inhibitors | hit rate 0.66% among 230,000; note: nearly all actives have a fitted effect of over 60% in size
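L3MBTL1 50 nM + b-AHA-H3(1-15)K9me1 75 nM, 30 min RT; compound added, 30 min RT; streptavidin donor/Ni-chelate acceptor beads 10 ug/mL each final, 30 min RT dark; AlphaScreen read.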
Tau FP inhib = qHTS for Inhibitors of Tau Fibril Formation, Fluorescence Polarization; K18 P301L tau heparin fibrillization, Alexa594 FP, 6 h; Potency, µM (series often up to 57.7 µM), for the others: at the top dose activity, negative = inhibition, hits mostly inhibitors; hit rate 0.39% among 280,000; note: nearly all actives have a fitted effect of over 55% in size
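Quantitative HTS format: compounds meet 15 uM recombinant K18 P301L tau and Alexa 594-tau tracer in 100 mM sodium acetate pH 7; 20 uM heparin triggers fibrillization at 37 C over 6 hr; FP gives the signal.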
RGS12 GoLoco inh = qHTS Assay for Inhibitors of RGS12 GoLoco Motif Activity (Red Fluorophore) | Guanine nucleotide-binding protein G(i) subunit alpha-1 (Homo sapiens), P63096 | Gai1:RGS12 GoLoco peptide FP, rhodamine, 10 min | Potency, µM (series often up to 61.6 µM), for inactives: top-dose activity, negative = inhibition, usual class: inhibitors | hit rate 0.44% among 230,000; active = well fitted inhibition curve with a large enough effect, not every such curve was filed as active; inactive = no such curve, though single readings can be large or run the other way; note: nearly all actives have a fitted effect of over 30% in size; many of its hits are not listed in these tables
Target sequence (P63096 whole entry, looked up): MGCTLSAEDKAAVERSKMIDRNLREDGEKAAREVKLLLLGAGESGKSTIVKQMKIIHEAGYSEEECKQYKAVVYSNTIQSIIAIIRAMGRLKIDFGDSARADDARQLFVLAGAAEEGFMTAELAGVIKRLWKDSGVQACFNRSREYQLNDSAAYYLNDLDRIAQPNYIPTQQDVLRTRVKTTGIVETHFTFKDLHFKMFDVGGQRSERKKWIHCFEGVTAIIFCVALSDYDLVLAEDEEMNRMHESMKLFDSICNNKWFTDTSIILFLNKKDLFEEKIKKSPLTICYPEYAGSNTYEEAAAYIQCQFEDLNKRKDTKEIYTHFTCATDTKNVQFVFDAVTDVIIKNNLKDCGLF
RECQ1 inh = qHTS Assay for Inhibitors of RecQ-Like Dna Helicase 1 (RECQ1). RECQ1 DNA unwinding, red fluorescence kinetic read. Potency, µM (highest dose often 57.3 µM), for the others: at the top dose activity, negative = inhibition, usual class: inhibitors. hit rate 0.54% among 240,000;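 note: plate controls were vehicle for no effect and no enzyme for full effect; nearly all actives have a fitted effect of over 30% in size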
Target sequence (P46063 whole entry, looked up): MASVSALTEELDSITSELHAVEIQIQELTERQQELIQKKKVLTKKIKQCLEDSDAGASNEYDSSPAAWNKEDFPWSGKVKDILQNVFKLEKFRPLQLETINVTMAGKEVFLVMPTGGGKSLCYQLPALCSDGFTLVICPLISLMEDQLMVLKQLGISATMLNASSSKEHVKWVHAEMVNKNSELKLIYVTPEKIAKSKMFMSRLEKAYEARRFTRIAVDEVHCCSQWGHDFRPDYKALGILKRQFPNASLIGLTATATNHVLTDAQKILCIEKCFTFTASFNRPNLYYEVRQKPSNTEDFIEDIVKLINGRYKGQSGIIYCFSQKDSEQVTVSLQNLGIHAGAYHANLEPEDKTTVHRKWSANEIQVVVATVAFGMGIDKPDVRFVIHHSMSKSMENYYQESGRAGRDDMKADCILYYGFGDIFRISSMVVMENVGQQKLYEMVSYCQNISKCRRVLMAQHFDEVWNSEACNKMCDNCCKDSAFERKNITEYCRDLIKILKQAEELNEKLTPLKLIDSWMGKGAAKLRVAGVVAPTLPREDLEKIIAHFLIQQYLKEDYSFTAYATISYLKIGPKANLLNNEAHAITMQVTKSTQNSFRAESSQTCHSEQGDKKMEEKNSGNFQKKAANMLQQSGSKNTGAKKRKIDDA
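50 nM RECQ1T1 preincubated 15 min with compound in Tris pH 8.0 buffer with MgCl2, DTT, Tween-20 and 2.5 ug/ml poly(dI-dC); started with 200 nM TAMRA/BHQ-2 forked duplex and 2 mM ATP. Unwinding read as fluorescence (525/598 nm), two reads 2 h apart.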
Tau ThT inhib = qHTS for Inhibitors of Tau Fibril Formation, Thioflavin T Binding | Microtubule-associated protein tau (Homo sapiens), P10636 | recombinant tau K18 P301L, heparin-induced fibrillization, ThT fluorescence | Potency, µM (top dose mostly 57.4 µM), for inactives: at the highest dose activity, negative = inhibition, actives largely listed as inhibitors | hit rate 2.1% among 270,000 | AID 1460, 2008; note: nearly all actives have a fitted effect of over 55% in size
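ThT emission at 510 nm, taken 1 hr after adding 30 uM dye, quantifies aggregates formed when 20 uM heparin acts on human tau K18 P301L for 6 hr at 37 C.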
KDM4E inh = qHTS Assay for Inhibitors of Human Jumonji Domain Containing 2E (JMJD2E) | Lysine-specific demethylase 4E (Homo sapiens), B2RXH2 | JMJD2E catalytic domain, FDH-coupled NADH fluorescence (FDH is formaldehyde dehydrogenase) | Potency, µM (series often up to 57.1 µM), inactives show at the highest dose activity change, negative = inhibition, usual class: inhibitors | hit rate 1.6% among 230,000; active = well fitted inhibition curve with a large enough effect, not every such curve was filed as active; inconclusive = small, poorly fitted or top-dose-only effect, or another doubt; inactive = no such curve, though single readings can be large or run the other way;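 note: 0% = wells with enzyme and -100% = buffer wells without enzyme; nearly all actives have a fitted effect of over 50% in size; many of its hits are not listed in these tables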
TRb-SRC2 inh = qHTS for Inhibitors of the Interaction of Thyroid Hormone Receptor and Steroid Receptor Coregulator 2 | Thyroid hormone receptor beta (Homo sapiens), P10828 | TRbeta-SRC2 peptide binding, fluorescence polarization; receptor liganded with 1 µM T3 | Potency, µM (highest dose often 106 µM), inactives show at the highest dose activity change, negative = inhibition, hits mostly inhibitors | hit rate 0.065% among 280,000 | AID 1469, 2008;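 note: plate controls were bound peptide for no effect and peptide without receptor for full effect; nearly all actives have a fitted effect of over 50% in size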
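Polarization signal, normalized between peptide-alone and full complex controls, measured compound effects on T3-liganded human TRb LBD (0.6 uM) binding 20 nM Texas Red SRC2 peptide after 5 hr.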
An asterisk follows results filed as active; i = inactive; u = inconclusive; x = no result given; & = joins results of further samples; [ ] = another dose, or the depositor's remark. Unless noted, calls come from the whole dose curve; as a rule, active = well fitted curve in the direction sought with a large enough effect; inconclusive = small, poorly fitted or top-dose-only effect, or another doubt; inactive = no such curve, though single readings can be large; an effect the other way counts as inactive or inconclusive. Unless noted, % is set by controls: 0 for no effect and ±100 for the full control effect; potency is the fitted concentration of half-maximal effect.

cpd	mol	TexasRed fluor	L3MBTL1 block	Tau FP inhib	RGS12 GoLoco inh
1	COc1cccc(C(=O)NC(=NCCc2c[nH]c3ccc(OC)cc23)Nc2nc(C)cc(C)n2)c1	u	x	u	x
2	COC(=O)c1ccccc1NC(=O)c1cc2nc(-c3ccccc3)cc(-c3ccccc3)n2n1	6%	x	-5%	x
3	CCN(CC)C(=O)c1ccc(Cn2cc([N+](=O)[O-])cn2)o1	-2%[53 µM]	3%	0%	3%
4	Cc1ccc([N+](=O)[O-])c(C(=O)N/N=C/c2cccs2)c1	-1%	x	x	6%
5	O=C(NCCc1ccccc1)c1ccc2c(c1)N(Cc1ccc(F)cc1)C(=O)CS2	1%	x	-11%	x
6	CCC(C)OC(=O)C[N+](C)(C)CCOC1CC2CCC1(C)C2(C)C (stereo unspecified)	-1%	9%	5%	0%
7	CCOC(=O)C(=CNc1ccc(NC2=NCC(C)S2)cc1)C(=O)OCC (stereo unspecified)	3%	9%	10%	7%
8	COC(c1ccccc1)c1nnc(CCC(=O)N(C)Cc2cccc(-n3cccn3)c2)o1 (stereo unspecified)	0%	-7%	-14%	4%

cpd	RECQ1 inh	Tau ThT inhib	KDM4E inh	TRb-SRC2 inh
1	x	-9%	x	7%
2	x	2%	x	3%
3	-5%	1%	9%	0%[53 µM]
4	-2%	x	-7%	7%
5	x	2%	x	6%
6	i	2%	-3%	-2%
7	i	-16%	-13%	4%
8	-4%	-8%	5%	-3%

Additional entries follow.
cpd	mol	TexasRed fluor	L3MBTL1 block	Tau FP inhib	RGS12 GoLoco inh
9	Cc1cccc(C)c1N1CCN(S(=O)(=O)c2ccccc2)CC1	3%	2%[11.4 µM]	-5%	9%
10	COC(=O)c1c(NC(=O)/C=C/c2ccc3c(c2)OCO3)sc(C)c1C	4%	2%	-15%	8%
11	Cc1ccc(NC(=S)N2CCC(O)CC2)c(C)c1	-3%	0%	3%	11%
12	CCC(C)c1ccccc1NC(=O)c1cccnc1 (stereo unspecified)	-3%	7%[11.4 µM]	4%	0%
13	Fc1ccc(CNCc2cccc(Br)c2)cc1	-6%	17%	11%	6%
14	CCOc1ccc(C(=O)C(C)=O)c(OCC)c1	0%	12%	1%	9%
15	COc1ccccc1NCCC#N	0%	x	-10%	-18%
16	CN(C)C(=O)N1CCC(C(=O)N2CCCC(C(=O)c3ccc(C(C)(C)C)cc3)C2)CC1 (stereo unspecified)	3%	2%	-6%	7%

cpd	RECQ1 inh	Tau ThT inhib	KDM4E inh	TRb-SRC2 inh
9	22%	4%	-5%	7%
10	0%	u	4%	4%
11	i	9%	-2%	-8%
12	-17%	3%	5%	0%
13	-5%	-4%	6%	-6%
14	-4%	4%	u	6%
15	17%	-14%	-4%	-5%
16	i	-4%	2%	-6%

More compounds follow.
cpd	mol	TexasRed fluor	L3MBTL1 block	Tau FP inhib	RGS12 GoLoco inh
17	CC1=CC(C)(C)NC(=S)N1c1ccc(C)cc1	1%	0%	-5%	-7%
18	Cc1onc(-c2ccccc2Cl)c1C(=O)NCc1nc(-c2ccccc2)no1	1%	x	-6%	-8%
19	Cc1cccc(C)c1-n1ncc(C(=O)O)c1C1CCN(C(=O)OC(C)(C)C)CC1	-1%	x	-8%	x
20	CCOc1ccc(/C=N/NC(=S)NC2CC3CCC2C3)cc1 (stereo unspecified)	0%	-4%	-3%	12%
21	CCCCN(CC)Cc1c(O)ccc2c(-c3ccccc3)cc(=O)oc12	0%	x	-4%	-6%
22	CCOC(=O)N1CCC(NC(=O)CN2C(=O)CSc3nc(C)cc(C)c32)CC1	-2%	x	7%	7%
23	Clc1cccc(N/N=C/c2ccncc2)c1	2%	-2%	u	-3%
24	Cc1ccc2[nH]c3c(=O)n(CC(=O)Nc4ccc(Br)cc4C)ncc3c2c1	-3%	x	-10%	x

cpd	RECQ1 inh	Tau ThT inhib	KDM4E inh	TRb-SRC2 inh
17	i	-5%	15%	3%
18	10%	-4%	-12%	-18%
19	x	-7%	x	1%
20	10%	u	-6%	-3%
21	-7%	x	u	-4%
22	-8%	u	1%	-8%
23	-8%	u	-10%	6%
24	x	4%	x	5%

A stretch of the results above:
cpd	mol	TexasRed fluor	L3MBTL1 block	Tau FP inhib	RGS12 GoLoco inh
1	COc1cccc(C(=O)NC(=NCCc2c[nH]c3ccc(OC)cc23)Nc2nc(C)cc(C)n2)c1	u	x	u	x
2	COC(=O)c1ccccc1NC(=O)c1cc2nc(-c3ccccc3)cc(-c3ccccc3)n2n1	6%	x	-5%	x
3	CCN(CC)C(=O)c1ccc(Cn2cc([N+](=O)[O-])cn2)o1	-2%[53 µM]	3%	0%	3%
4	Cc1ccc([N+](=O)[O-])c(C(=O)N/N=C/c2cccs2)c1	-1%	x	x	6%
5	O=C(NCCc1ccccc1)c1ccc2c(c1)N(Cc1ccc(F)cc1)C(=O)CS2	1%	x	-11%	x
6	CCC(C)OC(=O)C[N+](C)(C)CCOC1CC2CCC1(C)C2(C)C (stereo unspecified)	-1%	9%	5%	0%
7	CCOC(=O)C(=CNc1ccc(NC2=NCC(C)S2)cc1)C(=O)OCC (stereo unspecified)	3%	9%	10%	7%

cpd	RECQ1 inh	Tau ThT inhib	KDM4E inh	TRb-SRC2 inh
1	x	-9%	x	7%
2	x	2%	x	3%
3	-5%	1%	9%	0%[53 µM]
4	-2%	x	-7%	7%
5	x	2%	x	6%
6	i	2%	-3%	-2%
7	i	-16%	-13%	4%

Next part
cpd	mol	TexasRed fluor	L3MBTL1 block	Tau FP inhib	RGS12 GoLoco inh
25	CCOc1ccc(N2CC(NC(=O)c3ccc(S(=O)(=O)N4CCOCC4)cc3)CC2=O)cc1 (stereo unspecified)	1%	x	-3%	x
26	CSc1ccc(C2c3c(oc4cc(C)cc(C)c4c3=O)C(=O)N2CCO)cc1 (stereo unspecified)	1%	x	7%	x
27	O=c1oc2c3c(ccc2c2ccccc12)OCN(Cc1cccc(Cl)c1)C3	-7%	x	3%	x
28	COc1ccc(C(C)C)cc1S(=O)(=O)NCc1ccccn1	-1%	0%	1%	-1%
29	COc1ccc(C(=O)c2cnc(C(C)C)n2C)cc1	2%	x	0%	-1%
30	CC1(c2ccccc2)CC(c2ccccc2)=Nc2ccccc2N1 (stereo unspecified)	-2%	-4%	1%	11%
31	Cc1cc(C(=O)Nc2cccc(C(=O)O)c2)oc1C	0%	6%[11.4 µM]	5%	-3%
32	CCCCc1nc2c(c3c1C[C@H](C)OC3)CN(C(=O)NCc1ccco1)CC2	-3%[11.2 µM]	x	0%[11.6 µM]	1%[14.2 µM]

cpd	RECQ1 inh	Tau ThT inhib	KDM4E inh	TRb-SRC2 inh
25	x	7%	x	3%
26	x	2%	x	3%
27	x	u	x	-3%
28	0%	-6%	0%	-1%
29	-1%	-14%	6%	2%
30	-2%	u	u	0%
31	i	5%	0%	-6%
32	i[11.5 µM]	-12%[11.5 µM]	0%[11.4 µM]	-3%[11.2 µM]

Continuation.
cpd	mol	TexasRed fluor	L3MBTL1 block	Tau FP inhib	RGS12 GoLoco inh
33	CCC(C)NC(=O)Cn1c(=O)n(-c2ccc(Cl)c(Cl)c2)c(=O)c2c(C)c(C(=O)N(CC)CC)sc21 (stereo unspecified)	-2%	x	3%	x
34	CCOc1ccccc1NC1c2ccccc2C(=O)N1c1cccnc1 (stereo unspecified)	1%	x	-3%	-12%
35	CCn1c(C)nc([N+](=O)[O-])c1Sc1ccc(F)cc1	2%	-5%	-5%	0%
36	Cc1nnc2sc(SCC(=O)Nc3cccc(Cl)c3)nn2c1=O	-2%	x	-2%	4%
37	COc1ccc2oc(=O)c(C(=O)NCCc3c(C)[nH]c4c(C)cccc34)cc2c1	u	x	11%	x
38	Cc1[nH]c2ccccc2c1C1(O)C(=O)N(Cc2ccccc2)c2ccc(Cl)cc21 (stereo unspecified)	2%	x	u	x
39	Cc1ccc(C2Nc3ccccc3-n3c(-c4ccccc4)c4c(=O)n(C)c(=O)n(C)c4c32)o1 (stereo unspecified)	-1%	x	u	x
40	CC(NC(=O)c1ccncc1)C(c1cccs1)N1CCOCC1 (stereo unspecified)	1%	-27%	-10%	-7%

cpd	RECQ1 inh	Tau ThT inhib	KDM4E inh	TRb-SRC2 inh
33	x	-11%	x	4%
34	-3%	-11%	-1%	-4%
35	-2%	u	7%	-2%
36	i	-12%	11%	2%
37	x	u	x	8%
38	x	u	x	3%
39	x	1%	x	0%
40	-6%	0%	5%	-9%

The results go on:
cpd	mol	TexasRed fluor	L3MBTL1 block	Tau FP inhib	RGS12 GoLoco inh
41	Cn1ncc(Br)c1N1C(=O)CCC1=O	0%	5%	7%	1%
42	CCOC(=O)c1nsnc1NCCSC(=N)N	1%	6%	3%	7%
43	NNC(=O)c1cc(-c2cccs2)nc2ccccc12	-2%	0%	-2%	6%
44	Cc1ccccc1NC(=O)Cn1nnc(C(=O)NCc2ccco2)c1N	-3%&1%	2%	-5%&-7%	10%
45	COCCNC(=O)COC(=O)c1cc(-c2ccc(OC)cc2)nc2ccccc12	-4%	x	-9%	5%
46	CC1CCN(c2nc(-c3ccccc3)cc(C(F)(F)F)n2)CC1	1%	4%	-2%	2%
47	Cc1ccc(-c2cc(C(F)(F)F)n3nc(C(=O)Nc4sc5c(c4C#N)CCC(C)C5)cc3n2)cc1 (stereo unspecified)	-1%	x	-18%	x
48	COc1ccc(CCNC(=O)C23CCC(C)(C(=O)C2Br)C3(C)C)cc1OC (stereo unspecified)	-3%	50%[activator]	18%	-1%

cpd	RECQ1 inh	Tau ThT inhib	KDM4E inh	TRb-SRC2 inh
41	i	-3%	10%	3%
42	-4%	-2%	u	0%
43	-15%	4%	u	4%
44	i	5%&-11%	4%	2%&-1%
45	-11%	-13%	u	1%
46	-4%	-6%	-19%	-9%
47	x	-11%	x	10%
48	-6%	-12%	3%	-3%

Only part of the results is shown; the hit share may differ from the screen's.
